Bioassay records: PubChem, National Center for Advancing Translational Sciences (NCATS)
FUS yeast rescue: FUS proteinopathy suppression in yeast; S. cerevisiae FUS-expressing, growth rescue, OD600, 24 h; Potency, µM (highest dose often 76.6 µM), without a hit: at the top dose growth rescue (activation), usual class: activators; 0.24% of 390,000 active;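 note: plate controls were DMSO vehicle for no effect and reference control for full effect; nearly all actives have a fitted effect of over 55% in size; some results filed as inactive show a strong effect at the top dose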
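S. cerevisiae expressing FUS from galactose induction served as the toxicity model. Growth after 24hr at 30C, read as absorbance at 600 nm, indicates suppression of toxicity; compounds dosed at several concentrations.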
Abeta yeast res: compounds reversing amyloid beta toxicity in yeast | yeast expressing A-beta42, growth rescue, OD600, 48 h; response scale: 0% DMSO, 100% iron-clioquinol control | Potency, µM (top dose mostly 46.1 µM), without a hit: at the highest dose growth rescue, actives largely listed as activators | 0.063% of 410,000 active; note: nearly all actives have a fitted effect of over 55% in size
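Yeast growth medium received pinned compounds, then yeast cells expressing toxic A-beta were added; plates incubated at 30 C for 48 hr. Growth read as absorbance at 600 nm, normalized to DMSO and equimolar FeCl3 plus clioquinol controls.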
The depositor's hits bear a star. Calls come from the whole dose curve; as a rule, active = well fitted activation curve with a large enough effect; inconclusive = small, poorly fitted or top-dose-only effect; inactive = no such curve, though single readings can be large or run the other way. Potency is the fitted concentration of half-maximal effect.

How did Cc1ccc(-c2nnc(Nc3cccc(Cl)c3)c3ccccc23)cc1S(=O)(=O)N1CCOCC1 do in these assays?
FUS yeast rescue: inconclusive; Abeta yeast res: -9%

Results for CCC(=O)N1CCc2cc(Br)cc(S(=O)(=O)N3CCCC(C(=O)NCc4cccc(OC)c4)C3)c21 (stereo not drawn) ?
FUS yeast rescue: inconclusive; Abeta yeast res: -10%

Results for CCCn1c(=NC(=O)c2cc3ccccc3o2)c(C(=O)OCC)cc2c(=O)n3ccccc3nc21 ?
FUS yeast rescue: 19%; Abeta yeast res: -9%

What do the screens show for `Cc1cccc(Cn2c(SCc3ccc(C(=O)NCc4cccs4)cc3)nc3ccncc32)c1`?
FUS yeast rescue: 28%; Abeta yeast res: 0%

How did COc1ccc(CCNC(=O)CCN2N=C(c3ccccc3)CCC2=O)cc1OC do in these assays?
FUS yeast rescue: 7%; Abeta yeast res: -17%

Results for COc1ccc(Nc2ncnc3c2cnn3-c2cc(Cl)ccc2C)cc1OC ?
FUS yeast rescue: 43%; Abeta yeast res: -7%

What do the screens show for `CCCc1cnc2c(c1SCC(=O)Nc1ccccc1F)c(=O)n(C)c(=O)n2C`?
FUS yeast rescue: 42%; Abeta yeast res: -17%

What do the screens show for `CCOc1ccc(N(C(=O)Cn2nnc3ccccc32)C(C(=O)NCc2ccccc2)c2ccc(OC)cc2)cc1` (stereo not drawn)?
FUS yeast rescue: -10%; Abeta yeast res: -3%

Results for CCOc1ccc(NC(=O)c2ccc(NC(=O)CCS(=O)(=O)c3cccs3)cc2)cc1 ?
FUS yeast rescue: 22%; Abeta yeast res: -10%

What do the screens show for `COc1ccc(N(C(=O)c2ccccc2C)S(=O)(=O)c2ccc3c(c2)n(C)c(=O)n3C)cc1`?
FUS yeast rescue: -16%; Abeta yeast res: 3%

Results for CCSc1ncc(Cl)c(C(=O)Nc2c(C(=O)Nc3cccc(C)c3)oc3ccccc23)n1 ?
FUS yeast rescue: 0%; Abeta yeast res: -13%

Results for CCc1ccc(NC(=O)c2cc(S(=O)(=O)NC3CCCCCC3)ccc2F)cc1 ?
FUS yeast rescue: 40%; Abeta yeast res: 11%

The final 2 records of the section above lead into the next.
Results for CCSc1ncc(Cl)c(C(=O)Nc2c(C(=O)Nc3cccc(C)c3)oc3ccccc23)n1 ?
FUS yeast rescue: 0%; Abeta yeast res: -13%

Results for CCc1ccc(NC(=O)c2cc(S(=O)(=O)NC3CCCCCC3)ccc2F)cc1 ?
FUS yeast rescue: 40%; Abeta yeast res: 11%

What do the screens show for `COc1ccccc1NC(=O)c1oc2ccccc2c1NC(=O)Cc1ccccc1`?
FUS yeast rescue: -11%; Abeta yeast res: -8%

How did COCCCNC(=O)CN1C(=O)c2c(c3ccccc3n2C)C1c1ccc(OC)cc1 (stereo not drawn) do in these assays?
FUS yeast rescue: 28%; Abeta yeast res: 11%

What do the screens show for `COc1ccc(N(CC(=O)NCCc2cccc(C)c2)S(=O)(=O)c2c(C)nn(C)c2C)cc1`?
FUS yeast rescue: inconclusive; Abeta yeast res: 0%

How did O=C(O)CCSc1nnc(-c2ccc(Cl)cc2Cl)o1 do in these assays?
FUS yeast rescue: 0%; Abeta yeast res: -25%

What do the screens show for `COc1ccc(NC(=O)c2cnc(N3CCCCC3)c3ccccc23)cc1Cl`?
FUS yeast rescue: inconclusive; Abeta yeast res: 4%

What do the screens show for `CC(C)CCN(C(=O)Nc1ccc(Cl)c(Cl)c1)C(C)c1cccs1` (stereo not drawn)?
FUS yeast rescue: 7%; Abeta yeast res: 2%

How did COc1ccccc1CCNC(=O)C(=O)NCC(c1ccco1)S(=O)(=O)c1ccc(C)cc1 (stereo not drawn) do in these assays?
FUS yeast rescue: inconclusive; Abeta yeast res: -14%

How did CCOc1ccc(NC(=O)N2CCOc3ccccc32)cc1 do in these assays?
FUS yeast rescue: -24%; Abeta yeast res: -3%

What do the screens show for `COc1ccc(C2C(=O)N(C3CCCCC3)CC(=O)N2CCc2ccc(C)cc2)cc1OC` (stereo not drawn)?
FUS yeast rescue: 33%; Abeta yeast res: -14%

Results for O=C(Nc1c(C(=O)N2CCN(c3ccccc3F)CC2)oc2ccccc12)c1ccco1 ?
FUS yeast rescue: 39%; Abeta yeast res: 16%

Results for COc1ccc(CNCCCSc2nnnn2-c2ccccc2)cc1 ?
FUS yeast rescue: -13%; Abeta yeast res: -5%

How did COc1cccc(CNC(=O)CCc2c(C)nn(-c3ccc(N4CCOCC4)nn3)c2C)c1 do in these assays?
FUS yeast rescue: -2%; Abeta yeast res: -13%

Results for CC(C)Oc1ccc(C(=O)N2CCCCC2CCN2CCCCC2)cc1 (stereo not drawn) ?
FUS yeast rescue: 10%; Abeta yeast res: -2%

Results for Cc1ccc(CNC(=O)CCc2c(C)nc3nc(C)nn3c2C)cc1 ?
FUS yeast rescue: -14%; Abeta yeast res: -9%

Results for Cc1ccc(-n2c(=O)c3c(C)c(C)sc3n(Cc3ccc(F)cc3Cl)c2=O)cc1C ?
FUS yeast rescue: 24%; Abeta yeast res: 3%

How did O=C(Nc1ccc(F)c(F)c1)C1CCCN1S(=O)(=O)c1cccc2nsnc12 (stereo not drawn) do in these assays?
FUS yeast rescue: 18%; Abeta yeast res: 2%

What do the screens show for `Cn1c2ccccc2c2c(C(=O)N3CCN(c4cccc(C(F)(F)F)c4)CC3)cn(C3CCCCC3)c(=O)c21`?
FUS yeast rescue: 23%; Abeta yeast res: -12%

What do the screens show for `Fc1cc(Br)ccc1Nc1c2c(nc3nc(-c4cccs4)nn13)CCCC2`?
FUS yeast rescue: -5%; Abeta yeast res: 8%

How did COc1cc(OC)cc(-c2nc3nc(C)c(CCC(=O)Nc4ccc(C)cc4)c(C)n3n2)c1 do in these assays?
FUS yeast rescue: -17%; Abeta yeast res: -8%

What do the screens show for `CCOc1ccc(S(=O)(=O)Nc2ccc3c(c2)CCCN3C(=O)c2cccs2)cc1`?
FUS yeast rescue: -1%; Abeta yeast res: 8%

Results for COc1ccc(N(CC(=O)NCCc2ccc(C)cc2)S(=O)(=O)c2c(C)nn(C)c2C)cc1 ?
FUS yeast rescue: 8%; Abeta yeast res: -6%

How did Cc1cc(C)c2oc(-c3cccc(NC(=O)c4cc5ccccc5o4)c3)nc2c1 do in these assays?
FUS yeast rescue: 0%; Abeta yeast res: 3%

What do the screens show for `CCCn1ccc2c(OCC(=O)NCc3ccc(F)cc3)cccc2c1=O`?
FUS yeast rescue: 32%; Abeta yeast res: -6%

How did CCOC(=O)c1cc2c(=O)n3ccccc3nc2n(CC(C)C)c1=NC(=O)C(C)Oc1ccccc1 (stereo not drawn) do in these assays?
FUS yeast rescue: 29%; Abeta yeast res: -11%

Sorted by number of heavy atoms (smallest number first): some entries from above.
Results for Cc1ccc(CNC(=O)CCc2c(C)nc3nc(C)nn3c2C)cc1 ?
FUS yeast rescue: -14%; Abeta yeast res: -9%

What do the screens show for `CCCn1ccc2c(OCC(=O)NCc3ccc(F)cc3)cccc2c1=O`?
FUS yeast rescue: 32%; Abeta yeast res: -6%

Results for COc1ccc(N(CC(=O)NCCc2ccc(C)cc2)S(=O)(=O)c2c(C)nn(C)c2C)cc1 ?
FUS yeast rescue: 8%; Abeta yeast res: -6%

Of the compounds above, these contain bromine:
Results for CCC(=O)N1CCc2cc(Br)cc(S(=O)(=O)N3CCCC(C(=O)NCc4cccc(OC)c4)C3)c21 (stereo not drawn) ?
FUS yeast rescue: inconclusive; Abeta yeast res: -10%

What do the screens show for `Fc1cc(Br)ccc1Nc1c2c(nc3nc(-c4cccs4)nn13)CCCC2`?
FUS yeast rescue: -5%; Abeta yeast res: 8%

The results go on:
What do the screens show for `CCCOc1ccc(C2C(=O)N(C3CCCCC3)CC(=O)N2C2CCCCC2)cc1OC` (stereo not drawn)?
FUS yeast rescue: 11%; Abeta yeast res: -13%

Results for Cc1ccc(-n2nc3c(=O)n(CC(=O)NCCC(C)C)nc(C)c3c2C)cc1 ?
FUS yeast rescue: -1%; Abeta yeast res: 12%

What do the screens show for `Cc1ccccc1-c1nnc(C2CCN(S(=O)(=O)c3ccc(Cl)cc3)CC2)o1`?
FUS yeast rescue: -2%; Abeta yeast res: -19%

Results for CCOC(=O)c1ccc(NC(=O)c2csc3c2CCCCC3)cc1 ?
FUS yeast rescue: 7%; Abeta yeast res: -4%

What do the screens show for `COc1cc(C2N=C(N)Nc3nc4ccccc4n32)ccc1OCC(=O)O` (stereo not drawn)?
FUS yeast rescue: -11%; Abeta yeast res: -2%

What do the screens show for `O=C(NCCCc1ccccc1)c1nn(-c2ccccc2F)nc1CO`?
FUS yeast rescue: 23%; Abeta yeast res: 1%

Results for O=C(CC1NCCNC1=O)Nc1ccc(F)c(Cl)c1 (stereo not drawn) ?
FUS yeast rescue: 7%; Abeta yeast res: -13%

What do the screens show for `O=C(Cn1c(SCc2ccc(F)cc2)nc2cccnc21)Nc1ccccc1F`?
FUS yeast rescue: 6%; Abeta yeast res: 3%

What do the screens show for `Cc1ccc(Cn2nnc3sc4c(c3c2=O)CCC(C)C4)cc1` (stereo not drawn)?
FUS yeast rescue: -16%; Abeta yeast res: -13%

How did CCOc1ccccc1-c1nc(Cn2c(=O)cc(C)c3c(C)nn(-c4ccccc4)c32)c(C)o1 do in these assays?
FUS yeast rescue: -30%; Abeta yeast res: -6%

What do the screens show for `COC(=O)c1sccc1S(=O)(=O)N(CC(=O)NCc1ccc(C)cc1)c1ccc(C)c(C)c1`?
FUS yeast rescue: -18%; Abeta yeast res: -1%

Results for O=C(NCCc1csc(-c2ccc(C(F)(F)F)cc2)n1)C(=O)Nc1ccc(F)c(Cl)c1 ?
FUS yeast rescue: -13%; Abeta yeast res: -4%

What do the screens show for `CC1CCCCN1C(=O)c1cc(-c2ccc(Br)cc2)on1` (stereo not drawn)?
FUS yeast rescue: -3%; Abeta yeast res: -16%

What do the screens show for `CCc1cccc(NC(=O)CCN2C(=O)c3ccccc3Sc3ncccc32)c1`?
FUS yeast rescue: -1%; Abeta yeast res: -3%

Results for CC(=O)c1cccc(-n2c(=O)c3c4c(sc3n(Cc3cccc(C)c3)c2=O)CN(C(C)=O)CC4)c1 ?
FUS yeast rescue: -5%; Abeta yeast res: -14%

How did COc1cccc(NC(=O)C(=O)NCCc2csc(-c3ccc(C(F)(F)F)cc3)n2)c1 do in these assays?
FUS yeast rescue: -7%; Abeta yeast res: 2%

How did COc1ccc(-c2noc(-c3ccc(NC4CCCC4)c([N+](=O)[O-])c3)n2)cc1OC do in these assays?
FUS yeast rescue: -2%; Abeta yeast res: -6%

How did COc1ccccc1CNC(=O)CCCc1nnc2n(CC(C)C)c(=O)c3sccc3n12 do in these assays?
FUS yeast rescue: -18%; Abeta yeast res: -6%

How did COCCCNC(=O)c1oc2c(c1C)-c1nn(Cc3ccc(Cl)cc3)cc1CC2 do in these assays?
FUS yeast rescue: inconclusive; Abeta yeast res: 19%

What do the screens show for `CCCc1nn2c(C)c(-c3ccccc3)nc2s1`?
FUS yeast rescue: -6%; Abeta yeast res: -13%

Results for COc1ccc(CCNC(=O)Cn2c(=O)n(-c3ccc(C)c(C)c3)c(=O)c3c(C)c(C)sc32)cc1OC ?
FUS yeast rescue: 3%; Abeta yeast res: 3%

What do the screens show for `CCc1ccccc1N(C)C(=O)c1sc2nc3n(c(=O)c2c1C)CCCCC3`?
FUS yeast rescue: -14%; Abeta yeast res: 2%

What do the screens show for `Cc1ccc(NC(=O)CCS(=O)(=O)c2cc3c4c(c2)CCN4C(=O)CC3)c(C)c1`?
FUS yeast rescue: 21%; Abeta yeast res: -7%

Results for C=Cc1ccc(Cn2c(C(=O)O)c(CNCCc3ccco3)c3ccc(C)cc32)cc1 ?
FUS yeast rescue: inconclusive; Abeta yeast res: -5%

Results for COc1ccc(-c2nsc(NC(=O)c3oc4cc(C)c(C)cc4c3C)n2)cc1 ?
FUS yeast rescue: -3%; Abeta yeast res: -3%

What do the screens show for `O=c1cc(CN2CCN(S(=O)(=O)c3ccc(Cl)cc3)CC2)nc2sc(-c3ccccc3F)nn12`?
FUS yeast rescue: 4%; Abeta yeast res: -5%

What do the screens show for `Cc1ccc(N2CC(NC(=O)Cc3ccc(F)cc3)CC2=O)cc1C` (stereo not drawn)?
FUS yeast rescue: -3%; Abeta yeast res: 15%

What do the screens show for `Cc1cccc2c1-c1sc(C(=O)N(C)c3cccc(C(F)(F)F)c3)cc1CO2`?
FUS yeast rescue: 7%; Abeta yeast res: -3%

Results for CCOC(=O)c1sc2ccccc2c1S(=O)(=O)NCc1ccc(F)cc1 ?
FUS yeast rescue: 23%; Abeta yeast res: 9%

What do the screens show for `CCOC(=O)c1cc(-c2ccccc2)n(CCCC(=O)Nc2cccc(C)c2)c1C`?
FUS yeast rescue: inconclusive; Abeta yeast res: -5%

Results for CCOc1ccc2nc(NC(=O)c3nc(SCc4ccccc4C)ncc3Cl)sc2c1 ?
FUS yeast rescue: inconclusive; Abeta yeast res: -16%

How did O=C(c1ccc(CS(=O)c2ccccc2Cl)o1)N1CCN(c2cccc(Cl)c2)CC1 (stereo not drawn) do in these assays?
FUS yeast rescue: inconclusive; Abeta yeast res: -13%

Results for COc1ccc(CCNCc2c(C(=O)O)c(C)n(Cc3cccc(C)c3)c2C)cc1OC ?
FUS yeast rescue: 11%; Abeta yeast res: 3%

Results for CC(=O)N1CCc2cc(S(=O)(=O)CCC(=O)Nc3ccc(C)cc3Br)ccc21 ?
FUS yeast rescue: 8%; Abeta yeast res: 2%

Only part of the results is shown (hit frequency here may not be typical).
